EPAC2 ag: EPAC2 (human) agonism | Q8WZA2 | EPAC2 activation, biochemical qHTS; response scale: 100% = 6.5 mM cAMP response | actives 0.079% (n = 360,000) | Potency, µM (series often up to 154 µM), without a hit: top-dose activation, hits mostly activators; also: potency is read from the fitted curve at half-maximal effect; nearly all actives have a fitted effect of over 50% in size
Target sequence (Q8WZA2 whole entry, looked up): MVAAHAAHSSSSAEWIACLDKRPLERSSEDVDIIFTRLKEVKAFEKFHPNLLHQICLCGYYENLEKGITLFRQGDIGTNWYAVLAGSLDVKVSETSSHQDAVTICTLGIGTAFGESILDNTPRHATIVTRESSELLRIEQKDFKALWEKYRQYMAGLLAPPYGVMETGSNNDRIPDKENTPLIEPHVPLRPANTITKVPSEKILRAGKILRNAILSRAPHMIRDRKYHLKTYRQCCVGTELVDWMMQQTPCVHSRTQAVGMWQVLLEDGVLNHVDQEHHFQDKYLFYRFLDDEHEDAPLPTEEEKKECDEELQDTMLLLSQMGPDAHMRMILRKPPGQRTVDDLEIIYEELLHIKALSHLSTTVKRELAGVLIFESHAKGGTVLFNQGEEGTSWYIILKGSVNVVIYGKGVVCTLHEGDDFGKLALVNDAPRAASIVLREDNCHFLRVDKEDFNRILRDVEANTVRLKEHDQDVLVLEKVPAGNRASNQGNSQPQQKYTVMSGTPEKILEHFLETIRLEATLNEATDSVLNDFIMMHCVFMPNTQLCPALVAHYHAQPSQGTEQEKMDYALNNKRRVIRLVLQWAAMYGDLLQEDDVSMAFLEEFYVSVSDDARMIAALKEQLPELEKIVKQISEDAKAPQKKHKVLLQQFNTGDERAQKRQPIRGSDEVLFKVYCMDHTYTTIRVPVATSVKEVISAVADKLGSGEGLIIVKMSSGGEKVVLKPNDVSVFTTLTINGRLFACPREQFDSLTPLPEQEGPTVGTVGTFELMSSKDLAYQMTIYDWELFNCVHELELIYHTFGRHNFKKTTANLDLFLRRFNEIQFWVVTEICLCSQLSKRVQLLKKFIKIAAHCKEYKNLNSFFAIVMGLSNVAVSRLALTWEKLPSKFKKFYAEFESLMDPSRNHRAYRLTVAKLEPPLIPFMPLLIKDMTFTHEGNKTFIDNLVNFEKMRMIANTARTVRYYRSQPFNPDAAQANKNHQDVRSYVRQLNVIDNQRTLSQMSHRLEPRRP
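Compounds were titrated in qHTS against a Rap1B-BODIPY-GDP (250 nM) complex with EPAC2 (100 nM) and GDP (50 uM). BODIPY-GDP release tracked at 480/540 nm over 30 min at room temperature, normalized to 6.5 mM cAMP.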
CCT chaperon mod: cytosolic chaperonin activity modulation; AID 651819; actives 0.3% (n = 360,000); activity change, % (no concentration beside the values), hits read low; purified chaperonin ATPase assay, HTRF ADP detection, 30 min; in the data active = activity change below about -30%; also: % is scaled to controls: 0 for no effect and ±100 for the full control effect
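Nucleotide hydrolysis assay: TRiC at 20–40 nM final (set by batch activity) with 10 uM ATP, 30 min at 37 °C, in presence of 76 uM compound. Detection by competitive ADP HTRF, 30 min ambient.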
D3 antag: blocks the human D3 dopamine receptor. P35462. D3R cells, DiscoveRx beta-arrestin luminescence, antagonist mode; hits give low values. max response, negative = inhibition, %. actives 2.5% (n = 360,000). AID 652054; in the data active = max response below about -50%; inconclusive = no clear call, values can overlap the other calls; also: % is scaled to controls: 0 for no effect and ±100 for the full control effect; mostly tested at two doses, the higher about 12 µM
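Cells expressing the human receptor were seeded at 1500 cells/well, incubated overnight at 37 degrees C in 5% CO2, then exposed to library compounds with dopamine controls for 90 minutes at 37 degrees C before luminescent detection.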
EPAC2 antagonist: blocks human EPAC2 exchange factor | Q8WZA2 | EPAC2 GEF exchange of Rap1B-BODIPY-GDP, fluorescence | Potency, µM (highest dose often 114 µM), for the others: at the highest dose activity, negative = inhibition, hits mostly inhibitors | actives 0.18% (n = 360,000); also: potency is read from the fitted curve at half-maximal effect; % is scaled to controls: 0 for no effect and ±100 for the full control effect; nearly all actives have a fitted effect of over 45% in size; many of its hits are not listed in these tables
MmCpn inh: blocks the Methanococcus maripaludis chaperonin Mm-Cpn | purified Mm-Cpn ATPase, ADP Transcreener TR-FRET | Potency, µM (doses to about 76.9 µM), inactives show top-dose activity, negative = inhibition, hits mostly inhibitors | actives 0.031% (n = 330,000) | AID 504842; also: potency is read from the fitted curve at half-maximal effect; % is scaled to controls: 0 for no effect and ±100 for the full control effect; nearly all actives have a fitted effect of over 80% in size
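Measured: ADP formation by purified Mm-CPN. Conditions: 25 nM protein, 10 uM ATP, Tris pH 7.4 with Mg2+, K+ and DTT, 37°C for 30 min. Detection: Transcreener HTRF after 30 min at room temperature.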
D3 ag: agonists of human D3 dopamine receptor; actives 0.58% (n = 410,000); D3R DiscoveRx beta-arrestin cells, luminescence, 90 min; P35462; max activation, %; in the data active = max activation above about 30%; also: 0% is about no effect; mostly tested at two doses, the higher about 12 µM
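Cells at 1500/well, incubated overnight, then treated with pinned compounds (dopamine as control) for 90 min at 37 degrees C. DiscoveRx reagent added for 30 - 60 minutes at room temperature; luminescence read.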
Akt phos inh: blocks phosphorylation of Akt | Neuro2A IGF-stimulated pAkt S473 HTRF, 20 min; hits give low values | activity change, % for hits at 50 µM | actives 0.32% (n = 360,000) | AID 651550; in the data active = activity change below about -80%; inconclusive = mostly about -51% to -80%; also: % is scaled to controls: 0 for no effect and ±100 for the full control effect
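Single-point screen (50 µM final compound) in Neuro2A cells stimulated 20 min with 6 nM IGF at 37 deg C. After lysis, Ser473-phosphorylated Akt read by HTRF (ex 330 nm, em 615/665 nm) as the 665/615 ratio.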
PTHR1 ag: PTHR1 (human) receptor agonism; Q03431; HEK293 GP2 PTHR1 cells, GloSensor cAMP luminescence, 1 h; Potency, µM (titrated, usually from 115 µM), for the others: at the highest dose activation, actives largely listed as activators; actives 0.075% (n = 410,000); AID 743266; also: potency is read from the fitted curve at half-maximal effect; nearly all actives have a fitted effect of over 55% in size; some results filed as inactive show a strong effect at the top dose; inactives centre near -15; many of its hits are not listed in these tables
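HEK-293-derived GP2 cells expressing PTHR1 and a GloSensor cAMP reporter, 3,000/well, plated overnight, given luciferin plus IBMX (each 0.5 mM as added) for 1 h at 37 °C, then compound for 1 h at 37 °C. Luminescence was read after 15 min at room temperature.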
An asterisk follows results filed as active; [ ] = remark or other dose. Unless noted, calls follow the shape of the dose curve; as a rule, active = well fitted curve in the direction sought with a large enough effect; inconclusive = small, poorly fitted or top-dose-only effect, or another doubt; inactive = no such curve, though single readings can be large; an effect the other way counts as inactive or inconclusive. These rows are one share of the data; rates above refer to the full screens.

Cc1ccc(S(=O)(=O)Nc2ccc(S(=O)(=O)Nc3nccs3)cc2)cc1C was read as EPAC2 ag -1%, CCT chaperon mod -2.5, D3 antag 0, EPAC2 antagonist inconclusive, MmCpn inh 2%, D3 ag -8, Akt phos inh inactive and PTHR1 ag inactive.
`COC(=O)C(Cc1c[nH]c2ccccc12)NC(=O)c1cccs1` (stereo not given) gave EPAC2 ag 2%, CCT chaperon mod -0.1, D3 antag 36, EPAC2 antagonist -4%, MmCpn inh -2%, D3 ag 4, Akt phos inh inactive and PTHR1 ag inactive.
COc1ccc(C(=Cc2ccccc2)C(=O)O)cc1 was read as EPAC2 ag 9%, CCT chaperon mod -0.9, D3 antag -1, EPAC2 antagonist 7%, D3 ag 1, Akt phos inh inactive and PTHR1 ag 0%.
Screening O=C1NC(=O)N(C2CCCCC2)CC1Br (stereo not given) returned EPAC2 ag 2%, CCT chaperon mod -0.7, D3 antag 2, EPAC2 antagonist 6%, D3 ag 3, Akt phos inh inactive and PTHR1 ag -4%.
Screening COc1ccc(OC)c(/C=N/NC(=O)c2cc3c(OC)c(OC)ccc3[nH]2)c1 returned EPAC2 ag 12%, CCT chaperon mod -1.5, D3 antag 33, EPAC2 antagonist 13%, MmCpn inh -6%, D3 ag 1, Akt phos inh inactive and PTHR1 ag -38%[inhibitor].
Screening O=C(Nc1nccs1)c1ccc(Cl)c(S(=O)(=O)N2CCCCC2)c1 returned EPAC2 ag 26%, CCT chaperon mod -2.8, D3 antag 13, EPAC2 antagonist -11%, D3 ag -5, Akt phos inh inactive and PTHR1 ag -43%[inhibitor].
Cc1[nH]c2ccccc2c1-c1csc(NC(=O)CN2CCOCC2)n1 was read as EPAC2 ag 11%, CCT chaperon mod 3.0, D3 antag 2, EPAC2 antagonist -7%, MmCpn inh -7%, D3 ag 2, Akt phos inh inactive and PTHR1 ag inactive.
COCCNc1cc(C)nc2c(-c3ccccc3OC)c(C)nn12 was read as EPAC2 ag 6%, CCT chaperon mod -2.0, D3 antag -17, EPAC2 antagonist 7%, MmCpn inh 0%, D3 ag -6, Akt phos inh inactive and PTHR1 ag -26%.
For CSc1cccc(CN2CCCC(CO)(Cc3cccc(Cl)c3)C2)c1 (stereo not given) the results were EPAC2 ag 21%, CCT chaperon mod -1.7, D3 antag -3, EPAC2 antagonist 4%, MmCpn inh 4%, D3 ag 0, Akt phos inh inactive and PTHR1 ag inactive.
For c1cncc(CSc2nnc3ccc(-c4ccco4)nn23)c1 the results were EPAC2 ag -8%, CCT chaperon mod -0.8, D3 antag 9, EPAC2 antagonist 9%, MmCpn inh -1%, D3 ag -17, Akt phos inh inactive and PTHR1 ag inactive.
For CCNC(=O)CN1C(=O)NC(Cc2ccccc2)(Cc2ccccc2)C1=O the results were EPAC2 ag 11%, CCT chaperon mod -1.5, D3 antag -11, EPAC2 antagonist 9%, MmCpn inh 3%, D3 ag -9, Akt phos inh inactive and PTHR1 ag 2%.
CCOC(=O)c1cnc(-n2cc(C)cn2)nc1NCc1ccc2c(c1)OCO2 was read as EPAC2 ag -7%, CCT chaperon mod -1.5, D3 antag -30, EPAC2 antagonist 0%, MmCpn inh 2%, D3 ag 19, Akt phos inh inactive and PTHR1 ag -14%[57.5 µM].
S=c1[nH]nc(-c2ccc(Br)cc2)n1-c1ccc(Br)cc1 was read as EPAC2 ag 7%, CCT chaperon mod 0.8, D3 antag -5, EPAC2 antagonist -13%, MmCpn inh -1%, D3 ag 5, Akt phos inh inactive and PTHR1 ag inactive.
Cc1ccc(NC(=O)CCC(=O)OC(C(=O)c2ccc(C)c(C)c2)c2ccccc2)c(C)c1 (stereo not given) was read as EPAC2 ag -4%, CCT chaperon mod -2.1, D3 antag 11, EPAC2 antagonist -4%, MmCpn inh 3%, D3 ag -3, Akt phos inh inactive and PTHR1 ag inactive.
`COc1ccc(C(=O)CN2C(=O)COc3ccccc32)cc1` gave EPAC2 ag -3%, CCT chaperon mod -0.2, D3 antag 18, EPAC2 antagonist -3%, MmCpn inh -8%, D3 ag -3, Akt phos inh inactive and PTHR1 ag -3%.
Screening Cn1c(=O)c2sccc2n(Cc2cccc(Br)c2)c1=O returned EPAC2 ag 5%, CCT chaperon mod 0.1, D3 antag 4, EPAC2 antagonist -11%, MmCpn inh 0%, D3 ag 0, Akt phos inh inactive and PTHR1 ag -81%[inhibitor].
Screening CC(=O)NC(Cc1cccc(F)c1)C(=O)NC1CCN(C(=O)c2ccc(C)cc2)CC1 (stereo not given) returned EPAC2 ag 4%, CCT chaperon mod -0.8, D3 antag -19, EPAC2 antagonist 3%, MmCpn inh -1%, D3 ag 2, Akt phos inh inactive and PTHR1 ag -12%.
`Cc1noc(NS(=O)(=O)c2ccc(N3CC(O)=C(c4ccccc4)C3=N)cc2)c1C` gave EPAC2 ag -1%, CCT chaperon mod -7.4, D3 antag 8, EPAC2 antagonist 7%, MmCpn inh -1%, D3 ag 3, Akt phos inh inactive and PTHR1 ag inactive.
CCN(c1ccccc1)S(=O)(=O)c1ccc(OC)c(NC(=O)c2c(C)noc2C)c1 was read as EPAC2 ag -1%, CCT chaperon mod 1.2, D3 antag 8, EPAC2 antagonist 10%, MmCpn inh -3%, D3 ag -4, Akt phos inh inactive and PTHR1 ag 0%.
Screening O=C(O)c1cc(N2C(=O)C3C4C=CC(C4)C3C2=O)ccc1NCc1cccnc1 (stereo not given) returned EPAC2 ag -4%, CCT chaperon mod -0.4, D3 antag 8, EPAC2 antagonist -3%, MmCpn inh 1%, D3 ag 1, Akt phos inh inactive and PTHR1 ag -15%.
For COC1CCN(C(=O)C2CCC(=O)N(C3CCCCCC3)C2)CC1 (stereo not given) the results were EPAC2 ag -5%, CCT chaperon mod 0.2, D3 antag 1, EPAC2 antagonist 0%, MmCpn inh 0%, D3 ag -9, Akt phos inh inactive and PTHR1 ag -29%.
For COc1ccc(-c2nnc3cccc(Cl)n23)c(OC)c1 the results were EPAC2 ag 13%, CCT chaperon mod 1.2, D3 antag 2, EPAC2 antagonist -11%, MmCpn inh -3%, D3 ag 6, Akt phos inh inactive and PTHR1 ag -2%.
Screening Cc1ccccc1N(CC(=O)NCc1ccncc1)S(C)(=O)=O returned EPAC2 ag 4%, CCT chaperon mod -2.5, D3 antag -15, EPAC2 antagonist -1%, MmCpn inh 0%, D3 ag -2, Akt phos inh inactive and PTHR1 ag -2%.
Screening CCOc1ccc(NC(=S)NCc2nc3ccccc3[nH]2)cc1 returned EPAC2 ag 9%, CCT chaperon mod -3.7, D3 antag inconclusive, EPAC2 antagonist 7%, MmCpn inh 1%, D3 ag -5, Akt phos inh inactive and PTHR1 ag -38%[inhibitor].
CCN(CC(=O)NC1CCS(=O)(=O)C1)C(=O)c1cc(OC)c(OC)c(OC)c1 (stereo not given) was read as EPAC2 ag 9%, CCT chaperon mod -0.5, D3 antag 5, EPAC2 antagonist 3%, MmCpn inh -2%, D3 ag 4, Akt phos inh inactive and PTHR1 ag -40%[inhibitor].
COc1ccc(-n2c(=O)c3ccccc3n(CC(=O)NC3CCCCC3)c2=O)c(OC)c1 was read as EPAC2 ag -3%, CCT chaperon mod 0.2, D3 antag 10, EPAC2 antagonist 10%, MmCpn inh -1%, D3 ag 2, Akt phos inh inactive and PTHR1 ag -43%[inhibitor].
COC(=O)[C@@H]1C[C@H]2CC[C@H](O)C[C@H]2N1Cc1ccc(-c2ccccc2)cc1 was read as EPAC2 ag 9%, CCT chaperon mod -1.2, D3 antag 20, EPAC2 antagonist -4%, MmCpn inh 3%, D3 ag -10, Akt phos inh inactive and PTHR1 ag inactive.
O=C(c1ccc(CS(=O)Cc2ccc(Cl)cc2)o1)N1CCN(c2ccccc2F)CC1 (stereo not given) was read as EPAC2 ag 13%, CCT chaperon mod -1.0, D3 antag -16, EPAC2 antagonist 13%, MmCpn inh 1%, D3 ag -9, Akt phos inh inactive and PTHR1 ag -14%.
Screening O=c1[nH]c(CN(CCc2ccccc2)S(=O)(=O)c2ccc(Cl)cc2)nc2ccccc12 returned EPAC2 ag 13%, CCT chaperon mod -2.5, D3 antag -7, EPAC2 antagonist -18%, MmCpn inh 2%, D3 ag 6, Akt phos inh inactive and PTHR1 ag -52%[inhibitor].
Screening Fc1ccccc1N1CC(c2ccccc2)C(c2cccs2)=N1 (stereo not given) returned EPAC2 ag 0%, CCT chaperon mod -0.7, D3 antag -27, EPAC2 antagonist -11%, MmCpn inh -4%, D3 ag -11, Akt phos inh inactive and PTHR1 ag inactive.

Entries from the list above with two or more sulfur atoms, in the order listed:
Cc1ccc(S(=O)(=O)Nc2ccc(S(=O)(=O)Nc3nccs3)cc2)cc1C was read as EPAC2 ag -1%, CCT chaperon mod -2.5, D3 antag 0, EPAC2 antagonist inconclusive, MmCpn inh 2%, D3 ag -8, Akt phos inh inactive and PTHR1 ag inactive.
Screening O=C(Nc1nccs1)c1ccc(Cl)c(S(=O)(=O)N2CCCCC2)c1 returned EPAC2 ag 26%, CCT chaperon mod -2.8, D3 antag 13, EPAC2 antagonist -11%, D3 ag -5, Akt phos inh inactive and PTHR1 ag -43%[inhibitor].

(list continues)
`COc1ccc(-n2c(Cc3cccn3C)nnc2SCC(=O)Nc2cc(C)cc(C)c2)cc1` gave EPAC2 ag -3%, CCT chaperon mod -1.2, D3 antag 1, EPAC2 antagonist -10%, MmCpn inh -12%, D3 ag -2, Akt phos inh inactive and PTHR1 ag -2%.
For Cc1ccc(NC(=O)C2CCCN2C(=O)NC2CCCCC2)cc1 (stereo not given) the results were EPAC2 ag -1%, CCT chaperon mod 1.0, D3 antag 1, EPAC2 antagonist 3%, MmCpn inh -1%, D3 ag -3, Akt phos inh inactive and PTHR1 ag -13%.
Screening O=c1[nH]c(CN2CCc3ccccc32)nc2scc(-c3cccs3)c12 returned EPAC2 ag -1%, CCT chaperon mod -1.0, D3 antag -3, EPAC2 antagonist -2%, MmCpn inh -10%, D3 ag -5, Akt phos inh inactive and PTHR1 ag inactive.
Screening Cc1ccc(C(=O)COC(=O)CN2C(=O)C3CC=CCC3C2=O)cc1C (stereo not given) returned EPAC2 ag 8%, CCT chaperon mod 0.3, D3 antag -30, EPAC2 antagonist 1%, D3 ag -1, Akt phos inh inactive and PTHR1 ag -31%[inhibitor].

Assay outcomes (PubChem)
